Source: PubChem (several laboratories)
Runt-SMMHC FRET – Runt domain-CBFb-SMMHC interaction inhibition; 0.74% of 220,000 active; AID 1434; Cerulean-Runt/Venus-CBFb-SMMHC FRET ratio 530/480, 1 h; inhibition, % at 20 µM; Q01196+Q13951;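 active means mean inhibition across duplicate retests at 20 µM reaching about 50%, limit read from the data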;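 further: 0% = DMSO wells and 100% = wells with excess untagged CBFb-SMMHC; inhibitors lower the FRET ratio by blocking Runt binding to CBFb-SMMHC; some results filed as inactive read as strong as hits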
PGE2 EP2 inh – blocks the human prostaglandin E2 receptor EP2; C6 glioma cells expressing human EP2, cAMP TR-FRET; cells stimulated with saturating PGE2; 0.52% of 260,000 active; P43116; AID 1422; inhibition, % at 25 µM;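 active means percent inhibition above 40 after rounding to a whole number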;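 further: rat C6 glioma host cells with rolipram phosphodiesterase inhibitor present; the protocol text gives 20 µM as final concentration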
L929 necroptosis – L929 zVAD cell death inhibition. L929 zVAD necroptosis rescue, ATP luminescence, 24 h; with zVAD 60 µM. viability rescue, % at 10 µM. 0.38% of 220,000 active;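 active means activation, scaled between plate controls, above about 75%, limit read from the data; inactive means activation under that limit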;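 further: 0% = zVAD with DMSO and 100% = DMSO alone without zVAD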
Runt-CBFb FRET – inhibitors of human RUNX1 Runt domain binding to CBFb. Q01196+Q13951. Cerulean-Runt/Venus-CBFb FRET ratio 530/480, 1 h. inhibition, % at 20 µM. 0.46% of 220,000 active. AID 1496;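 active means inhibition over about 50% at 20 µM in the single-dose screen, limit read from the data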;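 further: 0% = DMSO wells and 100% = excess unlabeled CBFb competitor control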
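Reagent – Venus-CBFb binding partner, 100 nM · Assay system – Cerulean-tagged RUNX1 Runt domain (FRET donor) fusion protein · Input – 100 nM per protein · Incubation – two 1 h room-temperature incubations shielded from light · Measured by – FRET fluorescence · Medium – Tris buffer pH 7.5 with salts and BSA · Benchmarks – unlabeled CBFb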
EP2 modulator – modulators of human EP2 prostaglandin E2 receptor; P43116; EP2-expressing cells, cAMP HTRF FRET, PGE2 co-stimulation; induction, % at 25 µM; 0.83% of 260,000 active; AID 940;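 active means compounds whose cAMP rise, as percent of the full-agonist control response, exceeds 60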;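 further: rat C6 glioma line stably carrying human EP2 under a CMV promoter; the protocol text gives 20 µM as final concentration; 100% = response of wells given 1 µM PGE2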
Hck-Nef inh – human Hck-Nef kinase inhibition. AID 463187. inhibition, % at 20 µM. Recombinant Hck-YEEI plus Nef, Z-Lyte FRET kinase assay. P08631. 0.68% of 220,000 active;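 active means Hck-Nef kinase inhibition above about 50%, limit read from the data; inactive means inhibition below that limit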;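 further: 0% = DMSO with Hck plus Nef and 100% = Hck alone without Nef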
Target sequence (P08631 whole entry, looked up): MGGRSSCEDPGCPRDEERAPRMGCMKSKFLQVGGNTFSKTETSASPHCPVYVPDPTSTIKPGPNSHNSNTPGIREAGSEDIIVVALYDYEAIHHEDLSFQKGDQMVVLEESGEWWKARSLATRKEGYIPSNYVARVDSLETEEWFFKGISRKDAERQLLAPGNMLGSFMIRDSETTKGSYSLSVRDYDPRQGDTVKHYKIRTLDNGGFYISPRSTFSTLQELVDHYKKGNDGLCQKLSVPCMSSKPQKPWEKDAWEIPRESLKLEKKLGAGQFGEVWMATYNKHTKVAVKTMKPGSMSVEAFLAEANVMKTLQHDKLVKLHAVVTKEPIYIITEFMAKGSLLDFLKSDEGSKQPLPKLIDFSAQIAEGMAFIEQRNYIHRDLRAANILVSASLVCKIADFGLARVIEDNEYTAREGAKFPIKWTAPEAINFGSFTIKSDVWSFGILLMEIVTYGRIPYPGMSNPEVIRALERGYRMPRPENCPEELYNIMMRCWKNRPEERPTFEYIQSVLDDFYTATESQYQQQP
TNF death inh – TNF-alpha cell death inhibition in Jurkat FADD-/- cells | 0.068% of 220,000 active | Jurkat FADD-/- TNF necroptosis rescue, ATP luminescence, 24 h; 0 = TNF only, 100 = no-TNF cells | activation (protection from cell death), % at 10 µM;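 active means activation, meaning protection from cell death, of at least 50% relative to plate controls; inactive means activation below 50%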;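 further: necroptosis triggered by 40 ng/mL TNF-alpha added together with compound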
PERK inhibitor – human PERK inhibition, primary cell-based screen | AID 1416 | 0.17% of 220,000 active | CHO PERK-DD fusion, SEAP luminescence translation reporter | Q9NZJ5 | inhibition, % at 5.6 µM;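 active means inhibition above the mean inhibition of all tested compounds plus 3 SD, set separately per screening campaign, cut at about 2.9% in these data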;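 further: PERK kinase domain activated by AP20187 dimerizer at 100 nM; 0% = DMSO with dimerizer and 100% = rapamycin at 8.4 µM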
RBBP9 inh – inhibitors of human serine hydrolase RBBP9 | O75884 | inhibition, % at 7.94 µM | recombinant RBBP9, FP-Rh probe fluorescence polarization | 0.2% of 220,000 active;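 active means inhibition above the campaign mean of all tested compounds plus 3 SD, cut at about 14% in these data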;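 further: plate controls were DMSO wells with RBBP9 for no effect and wells lacking RBBP9 protein for full effect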
Target sequence (O75884 whole entry, looked up): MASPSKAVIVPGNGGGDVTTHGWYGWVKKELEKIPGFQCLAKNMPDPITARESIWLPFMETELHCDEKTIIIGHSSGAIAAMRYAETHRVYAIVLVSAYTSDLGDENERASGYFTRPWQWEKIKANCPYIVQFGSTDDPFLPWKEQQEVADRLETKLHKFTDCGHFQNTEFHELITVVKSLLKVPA
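System: RBBP9 protein | Quantity: 2.5 µM RBBP9 dispensing solution, before mixing | Reagent: FP-Rh probe, 375 nM dispensing solution | Timing: Enzyme-compound preincubation 30 min, then probe labeling 45 min, 25 °C | Measured by: Fluorescence polarization | Read-out: % inhibition | Replication: One well per compound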
* = called active by the depositor; · = not tested or not shown.

SMILES	Runt-SMMHC FRET	PGE2 EP2 inh	L929 necroptosis	Runt-CBFb FRET	EP2 modulator	Hck-Nef inh	TNF death inh	PERK inhibitor	RBBP9 inh
COCC(=O)N(CCc1ccc(OC)c(OC)c1)Cc1nc2ccccc2c(=O)[nH]1	-4.0	13.8	-0.2	-2.5	-14.7	0.2	1.0	0.1	-4.2
CC(C)OC(=O)CCCNc1ccc([N+](=O)[O-])cc1[N+](=O)[O-]	1.6	6.2	1.2	-1.1	5.5	2.7	2.1	1.2	-5.5
CC(=O)c1ccc(N2C(=NC(=O)C(C)C)SC3CS(=O)(=O)CC32)cc1 (stereo not drawn)	-3.6	12.6	0.1	1.7	4.5	-0.1	-2.3	0.4	-3.7
COc1cccc(NC(=O)CC2SC(=Nc3ccccc3)NC2=O)c1 (stereo not drawn)	0.5	·	0.4	2.5	-7.9	1.3	0.6	0.5	-7.4
CCOC(=O)C1CCCN(C(=O)c2cn(C)c(=O)c3cc(OC)c(OC)cc23)C1 (stereo not drawn)	3.6	10.5	-0.1	-1.1	24.6	0.3	-0.1	0.2	5.7
CCN1C(=O)/C(=C\N2CCOCC2)SC1=S	2.0	4.9	0.7	-0.6	7.0	1.1	1.1	0.9	-5.1
COc1cccc(C2OC(=O)c3ccccc3N2C(C)=O)c1OC(C)=O (stereo not drawn)	-1.8	7.0	0.4	2.1	-2.5	2.8	0.5	0.7	-5.5
O=C(c1ccco1)N1CCCN(Cc2cn[nH]c2-c2ccc(-c3ccccc3)cc2)CC1	1.2	-2.1	0.5	-7.5	-83.5	21.4	2.6	-1.2	0.5
CN(N)c1nc(-c2ccccc2)nnc1C(F)(F)F	2.0	13.2	1.1	-0.2	0.1	-0.7	6.9	-0.2	-5.5
COc1ccc(N(C)S(=O)(=O)c2cccc(C(=O)NCc3ccc4c(c3)OCO4)c2)cc1	-1.5	4.9	1.2	-0.2	-8.8	20.4	1.5	0.5	1.9
Cc1cc(=O)[nH]c(N/N=C/c2ccc(Br)s2)n1	4.3	6.0	0.7	-1.5	-22.3	1.0	-1.8	0.6	-4.5
COc1ccc(S(=O)(=O)Nc2cccc(N(C)S(C)(=O)=O)c2)cc1Br	-0.7	9.8	0.5	3.3	3.4	3.4	-0.8	0.6	-0.9
Cc1cc(NC(=O)c2cccc(S(=O)(=O)N(C)C)c2)n(-c2ccccn2)n1	-3.9	11.2	-0.1	-5.1	10.5	0.7	-2.6	-1.3	-0.4
C=C(C)CSc1cc(C)nc2c(-c3ccccc3)c(C)nn12	1.3	6.7	8.7	-0.6	19.2	-11.5	0.9	-0.7	-7.0
O=C(COC(=O)CCC(=O)c1ccc(Cl)cc1)NC1CC1	-0.4	4.7	1.0	-1.6	5.5	10.7	-0.2	-0.3	-11.6
COc1cc(C(=O)O/N=C2/C=CC(=O)C(C)=C2C)cc(OC)c1OC	4.5	·	65.5	-0.1	-31.2	1.5	-10.3	0.7	-7.4
COc1ccc(-c2[nH]ncc2CNCC(C)(C)N2CCOCC2)cc1F	2.1	5.5	1.9	-1.8	-15.5	-4.5	1.4	1.4	-0.3
COc1ccc(C(=O)NC(=S)Nc2ccc(Cc3ccncc3)cc2)cc1	-7.9	6.9	0.8	-4.6	-47.8	28.8	-2.5	-0.5	-4.0
O=C(CSC1CC(=O)N(CCc2ccccc2)C1=O)Nc1ccc(Br)cc1 (stereo not drawn)	-1.6	15.9	-0.2	4.4	-46.5	1.6	-2.8	0.3	-6.9
S=C(NCC1CCCO1)NC1CCCCC1 (stereo not drawn)	-6.8	6.2	2.8	0.0	36.9	19.0	0.0	0.8	2.6
CCOC(=O)C1=C(C)NC(=O)NC1c1ccoc1 (stereo not drawn)	0.5	11.3	0.5	-0.7	5.9	-0.2	-1.0	0.7	0.4
Cc1cc(C)c2c(=O)cc(C(F)(F)F)oc2n1	0.0	8.2	0.5	0.6	14.0	0.9	-0.6	0.8	5.5
CS(=O)(=O)N1CCC(C(=O)Nc2ccc(Cl)c(C(F)(F)F)c2)CC1	0.5	21.0	-0.7	-1.5	-2.1	-22.3	2.4	-0.6	-8.0
Cc1oc(C(=O)O)cc1COc1ccc2c3c(c(=O)oc2c1)CCC3	-1.0	2.6	-0.1	2.1	40.8	-0.5	-1.2	-1.3	1.1
COC(=O)C(c1cc(OC)c(O)c(OC)c1)(N1CCNC(C)C1)C(F)(F)F (stereo not drawn)	-3.7	2.4	1.1	4.2	2.3	-10.0	2.3	0.9	1.4
Nc1nc(-c2cccc(Br)c2)cs1	-1.1	10.1	0.6	4.5	-38.0	1.5	-1.6	1.0	1.5
Cc1ccc(NCc2nc3ccccc3n2CCOc2ccccc2)cc1	-3.8	4.6	-0.6	1.9	3.7	3.9	-4.7	0.5	-5.9
Cc1ccc(C)c(OCCCC(=O)Nc2ccc(N3CCOCC3)cc2)c1	2.9	3.1	-0.1	1.1	-10.6	-0.1	-0.1	0.6	4.4
Cc1ccc(S(=O)(=O)N2CCCC2C(=O)N(C)Cc2cccs2)cc1 (stereo not drawn)	1.4	2.8	-0.1	-3.8	-19.9	1.0	-4.4	0.8	-0.3
CC/C(=N/Nc1cccc(C)c1)c1cnnc(SC)n1	-45.4	13.3	4.4	-37.7	5.1	1.4	1.8	-0.7	-2.9
CC(=O)N1CCC(=NNc2ccc(S(=O)(=O)N3CCOCC3)cc2[N+](=O)[O-])CC1	-2.4	-1.4	-0.9	-2.8	12.0	2.6	1.6	0.7	4.5
O=C(O)c1cccnc1SC1CC(=O)N(c2cccc3ccccc23)C1=O (stereo not drawn)	0.5	4.7	1.2	2.5	-11.1	19.8	-0.1	-0.5	-7.9
Cc1ccc(CC2(O)CC(C)N(C)CC2C)c(C)c1 (stereo not drawn)	1.7	10.9	0.2	-2.6	-4.6	-0.9	-1.4	0.5	-5.1
COc1ccccc1Oc1ccc(NC(=O)c2ccccc2C)cc1	0.1	9.1	5.9	-0.7	-42.8	18.6	0.4	1.1	0.1
O=C(COC(=O)c1ccco1)NCc1ccccc1Cl	1.0	6.2	4.3	0.3	41.8	25.4	0.5	0.4	-10.9
O=C(CC(SCCO)c1ccc2c(c1)OCO2)c1cccs1 (stereo not drawn)	-5.1	7.4	-0.5	-6.0	-37.1	-1.4	-10.0	2.6	-4.7
CC1CCCCN1C(=O)c1ccc(C(=O)N2CCCCC2C)cc1 (stereo not drawn)	1.5	6.4	3.1	-0.6	-20.9	-0.1	0.1	-0.5	1.1
COC(=O)c1ccccc1NC(=O)CSc1nnc(-c2ccc(C)cc2)o1	-1.4	10.1	-0.6	-2.3	21.4	-0.7	0.6	1.4	-1.0
O=c1c2ccc([N+](=O)[O-])c3cccc(c32)c2nc3ccccc3n12	-7.9	·	-0.2	-1.9	-11.8	0.0	-16.1	-0.1	-12.4
CC(=O)Nc1cc(C(F)(F)F)ccc1OCCOc1ccccc1	·	5.3	0.5	·	·	18.2	0.8	-0.1	3.9
CC1CCN(CCNC(=S)Nc2ccc(Cl)cc2)CC1	1.5	5.4	-1.4	-0.5	-31.2	2.8	-0.1	1.1	2.4
COc1ccc(-c2noc(CN3CCCCC3c3nccn3C)n2)cc1 (stereo not drawn)	-2.2	6.6	-3.6	2.0	-42.7	18.3	0.4	0.2	-2.6
COC(=O)c1ccc(C(=O)Nc2cc(Cl)ccc2Cl)cc1NC(=O)c1ccccc1C	1.9	6.4	0.1	2.0	35.9	0.1	-7.8	0.3	-2.7
CCOC(=O)c1ccc(CSc2nnc(C)n2N)o1	-1.0	4.0	0.1	0.8	39.0	-2.6	0.8	-0.1	0.7
COc1ccc(Cl)cc1-c1nc(SCC(=O)NCCN2C(=O)CSC2=O)n[nH]1	0.9	11.7	1.1	-3.1	29.2	9.1	3.1	1.4	-2.6

Filtered by structure: the compounds so far containing an aryl thioether with sulfur outside any ring (six)
SMILES	Runt-SMMHC FRET	PGE2 EP2 inh	L929 necroptosis	Runt-CBFb FRET	EP2 modulator	Hck-Nef inh	TNF death inh	PERK inhibitor	RBBP9 inh
C=C(C)CSc1cc(C)nc2c(-c3ccccc3)c(C)nn12	1.3	6.7	8.7	-0.6	19.2	-11.5	0.9	-0.7	-7.0
CC/C(=N/Nc1cccc(C)c1)c1cnnc(SC)n1	-45.4	13.3	4.4	-37.7	5.1	1.4	1.8	-0.7	-2.9
O=C(O)c1cccnc1SC1CC(=O)N(c2cccc3ccccc23)C1=O (stereo not drawn)	0.5	4.7	1.2	2.5	-11.1	19.8	-0.1	-0.5	-7.9
COC(=O)c1ccccc1NC(=O)CSc1nnc(-c2ccc(C)cc2)o1	-1.4	10.1	-0.6	-2.3	21.4	-0.7	0.6	1.4	-1.0
CCOC(=O)c1ccc(CSc2nnc(C)n2N)o1	-1.0	4.0	0.1	0.8	39.0	-2.6	0.8	-0.1	0.7
COc1ccc(Cl)cc1-c1nc(SCC(=O)NCCN2C(=O)CSC2=O)n[nH]1	0.9	11.7	1.1	-3.1	29.2	9.1	3.1	1.4	-2.6

Not all compounds are listed. The share of hits here may be higher or lower than overall.
